Assay outcomes from PubChem.
ERp5 inh = blocks human ERp5 reductase activity on insulin; ERp5 insulin aggregation, absorbance 650 nm, 90 min; inhibition, % at 9.99 µM; 0.05% of 350,000 active; AID 651711;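 active = mean replicate inhibition above about 25%, with every replicate also reaching it, limit read from the data, passing the limit was not always enough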
ARNT-TACC3 inh = ARNT/TACC3 interaction disruption; AlphaScreen His-ARNT PAS-B/GST-TACC3 binding, luminescence; TACC3 fragment carries E629A point mutation; inhibition, % at 9.99 µM; 0.66% of 390,000 active;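 active = mean inhibition of replicates at least 50% and at least half of replicates each reaching 50%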;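 note: 0% = complete ARNT plus TACC3 wells and 100% = ARNT alone without TACC3; many hits fall short of the cut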
PglD inh = blocks C. jejuni PglD acetyltransferase activity; purified PglD enzyme, DTNB colorimetric CoA detection; inhibition, % at 12.5 µM; 0.098% of 360,000 active; in the data active = inhibition above about 16%, passing the limit was not always enough; note: strong numbers were not always called active
esBAF inh = SWI/SNF esBAF complex inhibition. reporter increase, % at 12.5 µM. mouse ES cells, Bmi1-luciferase knock-in reporter, 24 h; 100% = twice the neutral-well signal. 2% of 350,000 active; in the data active = activation above about 40%;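 note: 0% = median of the plate's neutral control wells and 100% = double that signal; a rise in the Bmi1 reporter signal indicates esBAF inhibition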
RAD54 inh = blocks human RAD54 Holliday junction branch migration; Q92698; FAM/BHQ fluorescence; inhibition, % at 10.4 µM; 0.14% of 360,000 active; AID 602329;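 active = mean normalized replicate activity at least 40 and at least half of replicates scoring 40 or more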;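 note: 0% = median of neutral control wells and 100% = median of positive control wells; inhibitors cause a drop in the FAM fluorescence signal; in these data hits start at about 50%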
Target sequence (Q92698 whole entry, looked up): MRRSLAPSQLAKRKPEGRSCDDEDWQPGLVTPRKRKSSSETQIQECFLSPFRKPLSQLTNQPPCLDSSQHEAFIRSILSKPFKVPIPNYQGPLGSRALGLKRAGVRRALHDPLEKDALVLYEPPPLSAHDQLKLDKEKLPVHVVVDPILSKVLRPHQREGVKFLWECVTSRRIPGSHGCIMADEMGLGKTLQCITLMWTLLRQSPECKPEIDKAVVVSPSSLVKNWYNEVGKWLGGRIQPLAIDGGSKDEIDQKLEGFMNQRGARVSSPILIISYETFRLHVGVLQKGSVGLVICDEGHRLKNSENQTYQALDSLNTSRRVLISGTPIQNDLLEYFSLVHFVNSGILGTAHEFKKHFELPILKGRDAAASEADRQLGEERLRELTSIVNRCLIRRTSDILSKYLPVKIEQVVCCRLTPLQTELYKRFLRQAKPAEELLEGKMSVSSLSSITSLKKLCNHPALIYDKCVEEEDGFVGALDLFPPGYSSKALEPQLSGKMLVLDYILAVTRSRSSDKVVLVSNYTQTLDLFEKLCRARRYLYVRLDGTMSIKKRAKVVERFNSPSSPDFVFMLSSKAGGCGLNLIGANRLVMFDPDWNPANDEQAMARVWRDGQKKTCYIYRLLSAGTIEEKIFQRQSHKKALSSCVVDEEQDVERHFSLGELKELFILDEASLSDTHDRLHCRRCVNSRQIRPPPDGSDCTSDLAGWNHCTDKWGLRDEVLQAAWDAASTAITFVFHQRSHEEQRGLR
RAD52 anneal inh = blocks human RAD52 DNA annealing. P43351. recombinant RAD52 DNA annealing, FRET fluorescence. inhibition, % at 18.7 µM. 0.46% of 360,000 active;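 active = every replicate showing at least 50% inhibition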
E-selectin induc = E-selectin induction on HUVECs; P16581; HUVEC E-selectin immunofluorescence imaging; normalized: neutral wells 0, TNF-alpha wells 100; activation, % at 7.58 µM; 0.37% of 260,000 active; AID 686992;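 active = mean E-selectin-positive cell signal at least 10% of the positive control, reached in at least 60% of replicates, without over 20% cell loss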;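 note: in these data hits start at about 27%; measured in HUVEC primary endothelial cells; signal is the percent of cells scored E-selectin positive by PE staining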
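Read-out basis: % PE-positive cells; Test system: HUVEC primary endothelial cells; Technique: immunofluorescence imaging; Dosing: single-point compound dose.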
CASP6 VEID inh = blocks human caspase-6 cleavage activity. 0.53% of 350,000 active. purified caspase-6, Z-VEID-R110 cleavage fluorescence. inhibition, % at 12.5 µM. P55212;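 active = mean inhibition across replicates at least about 35%, with every replicate also reaching that limit, limit read from the data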;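 note: 0% = median of neutral control wells and 100% = no fluorescence left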
Target sequence (P55212 24-179 limits assumed): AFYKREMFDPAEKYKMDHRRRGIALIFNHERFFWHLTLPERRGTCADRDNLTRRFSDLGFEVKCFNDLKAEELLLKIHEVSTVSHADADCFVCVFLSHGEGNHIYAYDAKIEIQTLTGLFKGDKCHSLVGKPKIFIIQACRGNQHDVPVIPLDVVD
Target sequence (P55212 194-293 limits assumed): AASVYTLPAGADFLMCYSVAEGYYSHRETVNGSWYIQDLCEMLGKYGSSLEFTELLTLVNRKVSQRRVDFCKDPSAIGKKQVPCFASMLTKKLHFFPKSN
Starred values were filed as active, the others as inactive; x = not tested or not shown; & = joins results of further samples.

Sample of the layout (five entries):
SMILES	ERp5 inh	ARNT-TACC3 inh	PglD inh	esBAF inh	RAD54 inh	RAD52 anneal inh	E-selectin induc	CASP6 VEID inh
COc1ccc(NC(=O)N(C)C[C@H]2Oc3ccc(NC(=O)Nc4ccccc4)cc3C(=O)N([C@H](C)CO)C[C@H]2C)cc1	-2	-2	0	-9	1	10	0.0	2
O=c1c2ccccc2nc(SCCN2CCOCC2)n1CCc1ccccc1	0	-8	x	x	x	-13	x	2
Cc1c(C(=O)Nc2ccc(Cc3ccncc3)cc2)cccc1[N+](=O)[O-]	-2	2	x	x	x	-6	-1.3	-1
CC(=O)Nc1nonc1-c1nc2ccccc2n1C	-2	-2	-5	-8	-14	-9	x	-1
O=C1CNC(=O)/C(=C\c2ccccc2)N1	-2	-25	-3	0	-8	8	0.4	2

The whole of this part, repeating the preview:
SMILES	ERp5 inh	ARNT-TACC3 inh	PglD inh	esBAF inh	RAD54 inh	RAD52 anneal inh	E-selectin induc	CASP6 VEID inh
COc1ccc(NC(=O)N(C)C[C@H]2Oc3ccc(NC(=O)Nc4ccccc4)cc3C(=O)N([C@H](C)CO)C[C@H]2C)cc1	-2	-2	0	-9	1	10	0.0	2
O=c1c2ccccc2nc(SCCN2CCOCC2)n1CCc1ccccc1	0	-8	x	x	x	-13	x	2
Cc1c(C(=O)Nc2ccc(Cc3ccncc3)cc2)cccc1[N+](=O)[O-]	-2	2	x	x	x	-6	-1.3	-1
CC(=O)Nc1nonc1-c1nc2ccccc2n1C	-2	-2	-5	-8	-14	-9	x	-1
O=C1CNC(=O)/C(=C\c2ccccc2)N1	-2	-25	-3	0	-8	8	0.4	2
CCCC(C)NC(=O)COC(=O)c1ccc2c(c1)C(=O)N(Cc1ccco1)C2=O (centres undefined)	2	-15	10	1	-1	-21	x	-1
O=C(NC(=S)Nc1cc(S(=O)(=O)N2CCOCC2)ccc1O)c1ccco1	-1	3	1	-2	0	-12	-0.1	-5
Cc1nc(C)c(-c2csc(Nc3ccc(O)c(C(=O)O)c3)n2)s1	1	25	0	-11	-33	-14	0.2	5
C[C@@H]1CN([C@@H](C)CO)C(=O)c2cccc(NC(=O)C3CCCCC3)c2O[C@H]1CN(C)C(=O)Nc1ccc2c(c1)OCO2	1	-4	3	3	8	5	-0.3	2
CCN1CCN(C(=O)c2ccc(OC3CCN(CCc4ccccc4)CC3)cc2)[C@@H](C)C1=O	3	-8	-3	-1	-9	-9	0.9	-1
CCN(c1ccccc1)S(=O)(=O)c1cccc(C(=O)OCC(=O)Nc2ccc(NC(C)=O)cc2)c1	4	-25	2	-1	-2	-12	x	-2
CCOc1ccc(OCC)c(NC(=O)c2nnn(CC(=O)Nc3cc(C)cc(C)c3)c2N)c1	x	-24	1	5	2	4	x	4
COc1ccc(C(=O)NNC(=O)Cc2ccc(-c3ccccc3)cc2)cc1OC	x	7	-7	6	-5	x	x	x
COc1cccc(-c2ccc3c(c2)[C@@H]2[C@@H](CCN2C(=O)c2ccc(F)cc2)[C@@H](CO)N3)c1	1	-12	0	6	-4	-15	0.3	1
O=C(c1ccccn1)N1C[C@H]2[C@@H](c3ccccc31)[C@H](CO)N2C(=O)C1CCOCC1	-12	37	-6	-3	2	-13	0.0	-2
C[C@H]1CN([C@@H](C)CO)C(=O)c2cc(C#CC3CCCCC3)cnc2O[C@@H]1CN(C)Cc1cncnc1	3	2	-1	-2	-6	2	0.9	0
COc1cccc(C(O)CC(N)=O)c1 (centres undefined)	x	13	0	-7	6	x	x	x
CCOc1ccc(C(=O)C(C)OC(=O)Cn2cnc3c2c(=O)n(C)c(=O)n3C)cc1 (centres undefined)	2	-2	x	-3	x	-8	-0.9	0
Cc1ccc(C2=NN(C(=O)CNCCO)C(c3cccs3)C2)cc1 (centres undefined)	3	5	2	12	-6	-23	x	-3
Cc1csc(NC(=O)c2ccc3c(c2)OCO3)n1	-1	1	-3	2	-8	-41	0.1	4
CC(C)C[C@H](NC(=O)c1[nH]cnc1C(=O)N[C@@H](Cc1ccccc1)C(=O)OC(C)(C)C)C(=O)OC(C)(C)C	4	22	-3	-74	-17	-9	-0.1	-4
C[C@@H]1CN([C@@H](C)CO)C(=O)c2c(c3ccccc3n2C)-c2ccccc2CO[C@H]1CN(C)S(=O)(=O)c1cn(C)cn1	5	4	1	3	-7	9	-1.3	6
Cc1ccc(S(=O)(=O)Nc2cccc3c2O[C@H](CN(C)CC2CC2)[C@@H](C)CN([C@@H](C)CO)C3=O)cc1	1	1	-2	7	2	-4	0.0	-1
Cc1ccc([C@@H]2[C@@H]3C(=O)N(C)C(=O)[C@@H]3[C@]3(C)C(=O)N(CC4CC4)CC(=O)N23)o1	-5	-1	-1	-4	-8	-15	-0.1	-2
CCCC#Cc1ccc([C@H]2[C@H]3CN(C(=O)Nc4ccccc4)CC(=O)N3[C@H]2CO)cc1	-15	x	x	x	x	5	0.7	0
C[C@@H]1CN([C@H](C)CO)C(=O)c2cc(NS(=O)(=O)c3ccc(F)cc3)ccc2O[C@@H]1CN(C)CC1CC1	9	-6	8	-4	-4	-3	-1.6	3
COc1cccc(C(=O)NCCS(=O)(=O)N2CCCC(C)C2)c1 (centres undefined)	-9	x	3	-7	-9	7	x	5
COc1ccc(S(=O)(=O)Nc2ccccc2C(=O)N2CCOCC2)cc1F	8	-3	2	6	12	-6	0.1	-1
COC(=O)Cn1c(=O)sc2ccccc21	x	-6	4	-1	-1	x	x	x
Cc1ccc(-n2ncc3c2CC(C)(C)CC3NC(=O)CCc2c(C)noc2C)cc1 (centres undefined)	3	4	-4	8	7	-5	0.1	2
CC1CCCCC12NC(=O)N(CC(=O)N(C)Cc1nc3ccccc3c(=O)[nH]1)C2=O (centres undefined)	-5	-3	2	5	-7	-13	x	1
COc1ccc(OC)c(NS(=O)(=O)c2c(C(=O)N3CCCCCC3)c(C)n(C)c2C)c1	x	-3	4	-1	1	-12	x	-1
COc1nc(C)ccc1-c1noc(-c2cccs2)n1	1	-2	-3	x	-3	-36	x	-3
CN(C[C@@H]1N[C@@H](CO)[C@@H]1c1ccc(-c2cccc(F)c2)cc1)S(C)(=O)=O	-4	-5	-2	3	-4	-61	0.3	1
COc1cccc(C(=O)Nc2nc3c(c(=O)[nH]2)CCCC3)c1	x	-10	0	26	-3	x	x	x
C/C(=N/NC(=O)c1cccs1)c1cccs1	x	-1	1	x	12	-11	x	1
CCOc1ccc(S(=O)(=O)N2CCC(C(=O)N3CCCCCC3)CC2)cc1Cl	2	-8	4	-5	2	-45	-0.3	3
CC1CN(Cc2nc3c(c(=O)n(C)c(=O)n3C)n2CC(=O)c2ccccc2)CC(C)O1 (centres undefined)	x	4	3	-5	3	x	x	x
Cc1ccccc1S(=O)(=O)N(C)C[C@@H]1OCc2cnnn2CCCC(=O)N([C@H](C)CO)C[C@H]1C	1&-1	-6	8&7	-1&1&1	0&-3	-11&15	-0.2&1.3	-4&-1
Cc1cc2oc(=O)cc(CN3CCCCC3)c2cc1Cl	-5	x	-7	-5	-11	-1	-0.1	-1
COc1cc(OC)cc(-c2c(C#Cc3ccsc3)c3cc(-c4ccc(N(C)C)nc4)ccc3n2C)c1	5	-2	-2	-8	-6	-21	0.2	-4
CC1CCCC(NC(=O)CCNC(=O)c2ccc(Cl)cc2)C1C (centres undefined)	-2	-11	x	-4	x	-7	-3.6	0
COc1ccccc1OCCNC(=O)C(CCSC)NS(=O)(=O)c1ccccc1F (centres undefined)	1	x	-5	3	-3	11	x	-160
CCN1CCN(C(=O)c2ccc3nc(-c4ccccc4)c(-c4ccccc4)nc3c2)CC1	9	13	4	-7	8	4	-0.4	-6
CO[C@H](CN(C)Cc1cc(F)ccc1F)[C@H](C)CN(C(=O)Nc1ccc(C(F)(F)F)cc1)[C@@H](C)CO	0	1	-1	3	3	-6	x	2

A stretch from further up, for reference:
SMILES	ERp5 inh	ARNT-TACC3 inh	PglD inh	esBAF inh	RAD54 inh	RAD52 anneal inh	E-selectin induc	CASP6 VEID inh
CCN1CCN(C(=O)c2ccc3nc(-c4ccccc4)c(-c4ccccc4)nc3c2)CC1	9	13	4	-7	8	4	-0.4	-6
CO[C@H](CN(C)Cc1cc(F)ccc1F)[C@H](C)CN(C(=O)Nc1ccc(C(F)(F)F)cc1)[C@@H](C)CO	0	1	-1	3	3	-6	x	2

Next structures:
SMILES	ERp5 inh	ARNT-TACC3 inh	PglD inh	esBAF inh	RAD54 inh	RAD52 anneal inh	E-selectin induc	CASP6 VEID inh
CCOC(=O)c1c(NC(=O)COC(=O)Cn2cnc3ccccc32)sc2c1CCC(C)C2 (centres undefined)	-3	-6	x	x	x	-34	x	-8
COc1cccc(Cn2c3ccc(NC(=O)Cc4cc(OC)ccc4OC)cc3c(=O)n2C)c1	-3	x	-6	-2	4	-11	0.1	1
CCCCCCCCn1ccc(=N)cc1	4	-1	-4	x	-7	-6	1.1	-1
CN1[C@H](CO)[C@H]2c3ccccc3N(C(=O)Nc3cc(F)ccc3F)C[C@H]21	-1	-11	-1	0	-21	3	0.3	-3
O=C(NCc1ccco1)C1CCCN(S(=O)(=O)c2cccc3nsnc23)C1 (centres undefined)	x	21	-2	6	7	x	x	x
CNc1ccc(/C=C2\CSc3ccccc3C2=O)cc1[N+](=O)[O-]	5	0	x	7	x	-22	0.1	-1
COc1ccc(-c2nnn(CC(=O)NC3CCCc4ccccc43)n2)cc1OC (centres undefined)	x	-2	-2	0	12	x	x	x
OCC1OC(n2cnc3c(SCc4ccccc4)nc(F)nc32)C(O)C1O (centres undefined)	-1	-1	3	4	6	3	0.1	0
O=C(CCc1c[nH]c2ccccc12)OCc1cccc([N+](=O)[O-])c1	1	3	-4	-2	-3	-2	0.2	3
O=C(NC1CC1)c1ccc2c(c1)ncn2C1CCCC1	x	-4	-3	-8	-5	x	x	x
COc1ccccc1C#Cc1cnc2c(c1)C(=O)N([C@@H](C)CO)C[C@H](C)[C@H](CN(C)C(=O)CC1CC1)O2	0	0	1	-4	4	-12	0.4	0
O=C(OC1CCOC1=O)c1cc(S(=O)(=O)N2CCOCC2)c(Cl)cc1Cl (centres undefined)	2	0	-2	5	5	-7	4.5	1
CCC(C)(C)n1nnnc1C(c1cccnc1)N1CCCc2ccccc21 (centres undefined)	-1	5	-4	-7	-1	-14	x	0
CC(C)C(OC(=O)C1=Cc2ccccc2OC1)C(=O)NCC1CCCO1 (centres undefined)	6	10	-5	-13	16	-65	-0.2	47*
CCN1C(=O)c2ccccc2S(=O)c2ccc(C(=O)NC3CC3)cc21 (centres undefined)	-5	-2	0	-7	-3	-9	x	-1
O=C(Nc1cccc(NC(=O)c2cccnc2)c1)c1ccccc1	-7	-4	0	-2	-2	-11	-0.3	2
Cc1nnc(N2CCOCC2)c2nn(-c3cccc(Cl)c3)c(C)c12	x	-1	-5	x	14	x	-0.7	x
COC(=O)c1c(-c2ccc(C(C)(C)C)cc2)csc1NC(=O)C1C2CCC(O2)C1C(=O)O (centres undefined)	-1	-2	-15	x	0	-2	0.1	6
CC(C)NC(=O)C1(C)CN(S(C)(=O)=O)CC(=O)N1Cc1ccco1 (centres undefined)	4	x	x	x	x	-7	-0.1	0
COc1cccc(C2c3[nH]c4ccccc4c3C[C@H]3C(=O)N(c4ccccc4C(=O)N4CCC(C(=O)O)CC4)C(=O)N23)c1 (some centres undefined)	-3	5	-2	-7	-14	-24	x	5
O=C1c2ccccc2S(=O)(=O)c2cc(C(=O)N3CCN(C(=O)c4ccccc4)CC3)ccc21	x	0	-2	2	-4	x	0.1	x
COC(=O)Nc1nnc(CC(=O)Nc2ccccc2C)s1	x	-5	2	-7	7	x	x	x
Cn1c(-c2csc(-c3ccccc3)n2)n[nH]c1=S	-1	-12	4	24	-4	-11	x	-2
